Caspase-1 inhib = qHTS Assay for Allosteric/Competitive Inhibitors of Caspase-1 | Caspase-1 enzyme, Ac-WEHD-AFC fluorogenic rate | Potency, µM (doses to about 57.5 µM), inactives show at the highest dose activity change, negative = inhibition, most hits filed as inhibitors | hit rate 0.03% among 75,000 | AID 900, 2007;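 also: potency is read from the fitted curve at half-maximal effect; plate controls were vehicle for no effect and no substrate for full effect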
BRCT inh green = qHTS Assay for Inhibitors of BRCT-Phosphoprotein Interaction (Green Fluorophore) | hit rate 0.05% among 75,000 | Breast cancer type 1 susceptibility protein (Homo sapiens), P38398 | AID 875, 2007 | Potency, µM (top dose mostly 76.9 µM), for the others: at the top dose activity change, negative = inhibition, most hits filed as inhibitors | BRCA1 BRCT-phosphopeptide binding, green fluorescence polarization;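 also: potency is read from the fitted curve at half-maximal effect; plate controls were peptide without protein for full effect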
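Compounds were incubated for 12 min at room temperature with a complex of 100 nM fluorescein-tagged pBACH1 decapeptide and 250 nM His-tagged BRCT protein. Buffer was phosphate pH 7.3 with EDTA, DTT and Tween 20. Disruption of binding lowers the polarization signal.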
Caspase-7 inhib = qHTS Assay for Allosteric/Competitive Inhibitors of Caspase-7; hit rate 0.02% among 75,000; AID 889, 2007; recombinant caspase-7, Ac-DEVD-AFC fluorescence rate; P55210; Potency, µM (doses to about 57.5 µM), for inactives: at the top dose activity change, negative = inhibition, hits mostly inhibitors; active = well fitted inhibition curve with a large enough effect in the main read-out, with a control signal flat, not every such curve was filed as active; inconclusive = small, poorly fitted or top-dose-only effect, or a change in a side signal; also: potency is read from the fitted curve at half-maximal effect; % of control where 0% means no effect
Target sequence (P55210 24-198 limits assumed): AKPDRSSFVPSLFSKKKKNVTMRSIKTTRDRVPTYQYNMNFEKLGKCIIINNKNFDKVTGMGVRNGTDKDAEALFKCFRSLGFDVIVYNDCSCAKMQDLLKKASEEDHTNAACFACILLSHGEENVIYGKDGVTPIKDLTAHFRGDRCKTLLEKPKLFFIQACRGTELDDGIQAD
Target sequence (P55210 207-303 limits assumed): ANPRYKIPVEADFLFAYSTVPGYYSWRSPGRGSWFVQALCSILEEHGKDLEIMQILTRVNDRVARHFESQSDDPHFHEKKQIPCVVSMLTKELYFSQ
USP2a inh = qHTS Assay for Inhibitors of Ubiquitin-specific Protease USP2a. Potency, µM (doses to about 38.3 µM), for inactives: at the highest dose activity change, negative = inhibition, hits mostly inhibitors. Ubiquitin carboxyl-terminal hydrolase 2 (Homo sapiens), O75604. AID 927, 2007. hit rate 0.1% among 60,000. USP2a enzymatic assay, qHTS inhibition;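 also: potency is read from the fitted curve at half-maximal effect; nearly all actives have a fitted effect of over 60% in size; plate controls were DMSO for no effect and NEM full inhibition control for full effect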
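20 nM USP2 core + cpd, 30 min RT; add 20 nM Ub-PLA2/20 uM NBD C6-HPC; read Ex460/Em535 at 0 h and 2.5 h. Normalized to NEM; qHTS curve fit/classification.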
HEK293 cAMP cs = qHTS Assay for Agonists of the Thyroid Stimulating Hormone Receptor: Activators of Intracellular cAMP Concentrations in Parental HEK 293; parental HEK293 CNG cAMP sensor, membrane potential fluorescence; hit rate 2.5% among 73,000; Potency, µM (highest dose often 57.1 µM), without a hit: top-dose activation, actives largely listed as activators; also: potency is read from the fitted curve at half-maximal effect; % of control where 0% means no effect; nearly all actives have a fitted effect of over 55% in size
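Parental HEK 293 cells stably expressing a cAMP-gated CNG channel were loaded with membrane potential dye containing 100 uM RO 20-1724 for 60 min. Compound added for 30 min; depolarization read as fluorescence intensity at 590 nm.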
DNA Pol III inh = qHTS Assay for Inhibitors of DNA Polymerase III Holoenzyme System. reconstituted DNA polymerase III holoenzyme replication, biochemical. hit rate 0.25% among 71,000. Potency, µM (highest dose often 57.1 µM), inactives show at the top dose activity change, negative = inhibition. AID 603, 2007; also: potency is read from the fitted curve at half-maximal effect; % is scaled to controls: 0 for no effect and ±100 for the full control effect
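Reconstituted *E. coli* holoenzyme (0.35 nM Pol III, 1 nM beta, 154 nM SSB, 2 nM primase) was preincubated with compound for 15 min at RT. Synthesis on 1.4 nM ssM13Gori ran 35 min, then was stopped with PicoGreen/EDTA and read as dsDNA fluorescence.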
15-hLO inh = qHTS Assay for Inhibitors of 15-hLO (15-human lipoxygenase); Polyunsaturated fatty acid lipoxygenase ALOX15 (Homo sapiens), P16050; purified 15hLO-1, xylenol orange hydroperoxide absorbance; Potency, µM (series often up to 57.1 µM), inactives show at the top dose activity change, negative = inhibition, hits mostly inhibitors; hit rate 1.4% among 74,000; AID 887, 2007; also: potency is read from the fitted curve at half-maximal effect; % is scaled to controls: 0 for no effect and ±100 for the full control effect; nearly all actives have a fitted effect of over 55% in size
Target sequence (P16050 whole entry, looked up): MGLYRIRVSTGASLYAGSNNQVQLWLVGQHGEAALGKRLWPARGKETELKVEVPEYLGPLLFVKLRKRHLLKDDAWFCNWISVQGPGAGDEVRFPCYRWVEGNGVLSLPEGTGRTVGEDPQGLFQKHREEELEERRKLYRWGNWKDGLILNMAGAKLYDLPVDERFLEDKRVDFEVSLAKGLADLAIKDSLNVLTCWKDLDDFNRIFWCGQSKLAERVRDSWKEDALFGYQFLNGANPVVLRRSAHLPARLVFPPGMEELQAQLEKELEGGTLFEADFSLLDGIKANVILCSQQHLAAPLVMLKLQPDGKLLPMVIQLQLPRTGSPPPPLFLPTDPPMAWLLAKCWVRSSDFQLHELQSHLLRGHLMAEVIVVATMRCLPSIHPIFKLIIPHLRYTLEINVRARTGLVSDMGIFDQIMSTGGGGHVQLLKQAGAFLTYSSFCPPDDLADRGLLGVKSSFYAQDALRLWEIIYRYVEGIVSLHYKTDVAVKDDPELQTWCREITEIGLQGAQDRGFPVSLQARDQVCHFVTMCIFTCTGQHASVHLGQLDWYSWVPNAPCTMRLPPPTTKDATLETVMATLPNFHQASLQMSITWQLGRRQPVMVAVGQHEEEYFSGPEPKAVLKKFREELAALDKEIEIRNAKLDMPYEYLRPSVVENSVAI
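Purified human 15hLO-1 (40 nM final) in 25 mM Hepes pH 7.5, 0.01% Triton X-100 was preincubated with compound 15 min at room temperature, then reacted 6 min with 50 uM arachidonic acid; hydroperoxide detected by Fe-XO, 573/405 nm absorbance ratio.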
Rhodamine autofl = qHTS Assay for Spectroscopic Profiling in Rhodamine Spectral Region; hit rate 0.05% among 59,000; AID 594, 2007; max dye-equivalent concentration, M; Rhodamine-region fluorescence, 547/598 nm, Tris buffer; hits give high values; in the data active = max dye-equivalent concentration above about 11 nM; inconclusive = between about 1.1 nM and that limit
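Read-out is relative fluorescence at 547 nm excitation and 598 nm emission, expressed as dye-equivalent concentration using rhodamine standards on every plate. Each compound was profiled across a concentration series after 15 min in 100 mM Tris, pH 8.0.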
Tau filament bind = qHTS Assay for Tau Filament Binding | AID 596, 2007 | hit rate 2% among 71,000 | Potency, µM (series often up to 57.1 µM), without a hit: at the top dose activity change, negative = inhibition | recombinant tau filaments, thioflavin S fluorescence, 15 h; filaments grown with octadecylsulfate alongside compound;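 also: potency is read from the fitted curve at half-maximal effect; % is scaled to controls: 0 for no effect and ±100 for the full control effect; actives lower thioflavin S fluorescence by blocking filaments or displacing dye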
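Quantitative HTS: thioflavine S signal from ODS-induced tau filaments, excited at 450 nm, emission 510 nm. Conditions: 1 uM tau, 30 uM ODS, 15 h at 37 C, pH 7.4.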
BRCT PPI red = qHTS Assay for Inhibitors of BRCT-Phosphoprotein Interaction (Red Fluorophore); Breast cancer type 1 susceptibility protein (Homo sapiens), P38398; Potency, µM (series often up to 76.9 µM), for the others: top-dose activity change, negative = inhibition, hits mostly inhibitors; BRCT-phosphopeptide binding, red fluorescence polarization; hit rate 0.03% among 75,000; also: % is scaled to controls: 0 for no effect and ±100 for the full control effect
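Fluorescence polarization: 100 nM His-tagged BRCA1 BRCT with 100 nM TAMRA-labelled phospho-BACH1 decapeptide, phosphate buffer pH 7.3 with 150 mM NaCl, DTT, 0.01% Tween 20; 12 min RT. Binding inhibition seen as FP decrease.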
HADH2 inhib = qHTS Assay for Inhibitors of HADH2 (Hydroxyacyl-Coenzyme A Dehydrogenase, Type II) | 3-hydroxyacyl-CoA dehydrogenase type-2 (Homo sapiens), Q99714 | recombinant HADH2, NADH fluorescence, beta-hydroxybutyryl-CoA | Potency, µM (highest dose often 57.1 µM), inactives show top-dose activity change, negative = inhibition, actives largely listed as inhibitors | hit rate 3.4% among 73,000; also: potency is read from the fitted curve at half-maximal effect; % is scaled to controls: 0 for no effect and ±100 for the full control effect; nearly all actives have a fitted effect of over 60% in size; many of its hits are not listed in these tables
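E. coli-expressed His-tagged HADH2 tested at 20 nM in alkaline Tris buffer (pH 9.0); oxidation of 90 uM beta-hydroxybutyryl-CoA with 1 mM NAD+ tracked fluorimetrically for 4 min.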
An asterisk follows results filed as active; i = inactive; ? = inconclusive; . = not tested or not shown; [ ] = remark or other dose. Unless noted, calls follow the shape of the dose curve; as a rule, active = well fitted curve in the direction sought with a large enough effect; inconclusive = small, poorly fitted or top-dose-only effect, or another doubt; inactive = no such curve, though single readings can be large; an effect the other way counts as inactive or inconclusive. Only part of the results is shown. The share of hits here may be higher or lower than overall.

SMILES | Caspase-1 inhib | BRCT inh green | Caspase-7 inhib | USP2a inh | HEK293 cAMP cs | DNA Pol III inh | 15-hLO inh | Rhodamine autofl | Tau filament bind | BRCT PPI red | HADH2 inhib
CCOC(=O)C1=C(c2ccccc2)N2CCS(=O)(=O)N=C2S1 | 2% | -0.1% | -1% | -2% | 6% | -1% | 10% | i | 9% | 2.2% | -12%
c1csc(CNc2ccnc(-c3ccoc3)n2)c1 | -6% | 8.4% | -12% | 152%[activator] | 18% | -9% | 20µM* | i | -5% | -3.8% | ?
CCCCCC(=O)Nc1ccc2oc(-c3cccnc3)nc2c1 | 0% | -0.8% | -2% | 16% | -7% | -4% | 9% | i | 18% | -2.0% | 266%[activator]
Cc1nn(Cc2ccccc2)c(C)c1CCC(=O)O | 1% | -0.2% | 0% | 0% | 4% | -2% | 3% | i | -1% | -0.2% | -5%
COc1cccc2c(=O)n(CC(=O)NC3CCCC3)ccc12 | 0% | -2.8% | 4% | . | 1% | 0% | 3% | . | -5% | -1.3% | 2%
CC(C)(C)OC(=O)N1CCC(c2c(C(=O)O)cnn2-c2ccccc2)CC1 | 5% | -0.6% | 0% | 0% | 4% | 4% | 2% | i | -2% | 0.2% | 1%
O=C(NC1CC2CCCC(C1)N2C(=O)Nc1ccccc1)c1ccncc1 (stereo not drawn) | 5% | -1.2% | 0% | -9% | -13% | -4% | 18% | i | -5% | -0.2% | 8%
COC(=O)c1ccc(-c2ccc(C(=O)N3CCCN(C)CC3)cc2)cc1 | 2% | 4.1% | 0% | 2% | -5% | -6% | 1% | i | 3% | 0.0% | -3%
Cc1cc(NC(=O)c2ccccc2Oc2ccccc2)no1 | -2% | -2.9% | 2% | . | ? | -1% | 0% | i | 0% | 0.6% | -4%
C=C(C)CSc1nnc([C@@H]2CCCN2C(=O)OC(C)(C)C)o1 | 0% | -5.5% | -3% | -17% | ? | -1% | 5% | i | -13% | -0.7% | -10%
c1ccc(-c2noc(CN3CCN(C(c4ccccc4)c4ccccc4)CC3)n2)cc1 | -3% | -2.6% | 0% | 7% | 6% | 2% | 0% | i | -7% | 0.7% | -4%
Cc1cccc(Nc2ncnc3nc[nH]c23)c1C | 1% | 2.1% | 3% | . | 11% | -9% | 2% | . | 1% | 1.9% | 3%
COC(=O)CCS(=O)(=O)c1ccc(Cl)c(Cl)c1 | 2% | -1.3% | 0% | -3% | 6% | 2% | 4% | i | 6% | -2.5% | -4%
CN1CCCN(CC(O)COCc2cccs2)CC1 (stereo not drawn) | 4% | -1.2% | -1% | -5% | 6% | -3% | -9% | i | -9% | 0.9% | -16%
COCCCNC(=O)CN(c1cccc(Cl)c1C)S(C)(=O)=O | -1% | -0.4% | -2% | 2% | 11% | -3% | 10% | i | -1% | 0.3% | 6%
COc1cccc(C2CC(c3ccccc3)Nc3nc(N)nn32)c1 (stereo not drawn) | 1% | -5.3% | 0% | . | 3% | -6% | 15% | . | -18% | -1.1% | -7%
O=C(NCC1(N2CCOCC2)CCCCC1)c1ccc(Cl)c(S(=O)(=O)NCc2ccco2)c1 | 0% | 0.6% | 0% | 23% | 13% | -3% | 0% | i | -6% | 0.4% | 4%
C=C(C)COc1ccc(-c2n[nH]c(C)c2-c2ccccc2OC)c(O)c1 | -6% | -5.0% | -7% | -5% | 8% | 0% | -23% | i | -26% | -1.4% | -8%
COc1ccc(C2=NOC(C(=O)NCCN3CCOCC3)C2)cc1 (stereo not drawn) | 1% | -0.7% | 1% | -2% | 1% | 2% | 5% | i | -10% | -1.2% | 9%
Cc1cc(-c2ccc(N=Nc3cc(S(=O)(=O)O)c4ccccc4c3N)c(C)c2)ccc1N=Nc1cc(S(=O)(=O)O)c2ccccc2c1N | -6% | -7.6% | 0% | . | -37%[inhibitor] | ? | 0.4µM* | . | 0.02µM* | -9.5% | 2µM*
Cc1ccc(S(=O)(=O)/N=C/c2ccco2)cc1 | -4% | 0.3% | -2% | -10% | 4% | -4% | -4% | . | 0% | -1.1% | 0%
CC(C)NC(=O)c1ccc(CS(=O)(=O)c2ccc(Br)cc2)o1 | 0% | -1.1% | 0% | . | 2% | 0% | 0% | . | -7% | 0.7% | -4%
COc1cccc(C2=NOC(C(=O)NCc3ccccn3)C2)c1 (stereo not drawn) | 3% | -1.6% | 2% | -2% | 10% | 0% | 13% | i | 2% | 0.1% | 2%
CCOc1ccc(-n2c(SCc3nc(-c4cccs4)no3)nnc2-c2ccncc2)cc1 | -2% | 0.3% | -3% | 25% | 3.2µM* | 4% | -13% | i | 11% | 0.2% | 3%
CCCN(CCC)CCCNC(=O)c1cc2cc3ccc(OC)cc3nc2o1 | -9% | 0.6% | -6% | 12% | 25% | -7% | -7% | i | 101% | -5.3% | 44%[activator]

Part of the list above in order of molecular weight, rising:
SMILES | Caspase-1 inhib | BRCT inh green | Caspase-7 inhib | USP2a inh | HEK293 cAMP cs | DNA Pol III inh | 15-hLO inh | Rhodamine autofl | Tau filament bind | BRCT PPI red | HADH2 inhib
COc1ccc(C2=NOC(C(=O)NCCN3CCOCC3)C2)cc1 (stereo not drawn) | 1% | -0.7% | 1% | -2% | 1% | 2% | 5% | i | -10% | -1.2% | 9%
COCCCNC(=O)CN(c1cccc(Cl)c1C)S(C)(=O)=O | -1% | -0.4% | -2% | 2% | 11% | -3% | 10% | i | -1% | 0.3% | 6%
O=C(NC1CC2CCCC(C1)N2C(=O)Nc1ccccc1)c1ccncc1 (stereo not drawn) | 5% | -1.2% | 0% | -9% | -13% | -4% | 18% | i | -5% | -0.2% | 8%
c1ccc(-c2noc(CN3CCN(C(c4ccccc4)c4ccccc4)CC3)n2)cc1 | -3% | -2.6% | 0% | 7% | 6% | 2% | 0% | i | -7% | 0.7% | -4%

Remaining list, next part.
SMILES | Caspase-1 inhib | BRCT inh green | Caspase-7 inhib | USP2a inh | HEK293 cAMP cs | DNA Pol III inh | 15-hLO inh | Rhodamine autofl | Tau filament bind | BRCT PPI red | HADH2 inhib
Cc1nc2scc(-c3ccccc3)c2c(=O)n1N | -2% | 0.7% | -1% | -5% | -13% | -3% | -10% | i | 9% | -1.4% | -4%
O=C(NC1(O)C(=O)c2ccccc2C1=O)c1ccccc1 | -4% | -3.7% | 0% | 5% | -12% | -9% | -18% | i | -8% | -0.1% | -3%
O=C(NCCc1ccccn1)c1ccc(S(=O)(=O)N2CCCCCC2)cc1 | 5% | -2.2% | 0% | 10% | 7% | -1% | 2% | i | -2% | 0.8% | 8%
Cc1ccc(-n2c3c(cc(C(=O)NCc4ccco4)c2=O)C(=O)CC(C)(C)C3)cc1 | -5% | 0.8% | -21% | 46%[activator][7.66 µM] | 21%[11.4 µM] | 6%[11.4 µM] | -13%[11.4 µM] | . | -2%[11.4 µM] | -3.1% | ?
CCOC(=O)CC(=O)c1cc(OC)c(OC)c(OC)c1 | 0% | 1.6% | -3% | 9% | -2% | -2% | -1% | i | -4% | 0.0% | 8%
COc1ccc2nc(NC(=O)CCn3cccc3)sc2c1 | -1% | -1.1% | -2% | . | -10% | . | -7% | . | . | -1.2% | 3%
Cn1c(=O)c2[nH]c(CSCc3ccccc3)nc2n(C)c1=O | 0%[11.5 µM] | 0.6%[15.4 µM] | 0%[11.5 µM] | . | 5%[11.4 µM] | -9%[11.4 µM] | 5%[11.4 µM] | i | 15%[11.4 µM] | -0.4%[15.4 µM] | 12%[11.4 µM]
COC(=O)c1ccccc1NC(=O)CN1CCC(NC(=O)c2ccccc2C)CC1 | 0% | -0.8% | 0% | 12% | 14% | 1% | 3% | i | 5% | -1.7% | -3%

Source: PubChem BioAssay (National Center for Advancing Translational Sciences (NCATS))
